# High-throughput results from PubChem BioAssay.
# PRMT1 FP inh – inhibitors of human PRMT1; Q99873; recombinant PRMT1, activity-based probe fluorescence polarization; inhibition, % at 2.79 µM; hit rate 1.3% among 370,000; AID 652257;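 active = inhibition above about 21% made by adding two undisclosed values, limit read from the data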
# HTRA1 inh – blocks human HTRA1 serine peptidase; Q92743; recombinant HTRA1, FP-rhodamine activity-based probe, fluorescence polarization; inhibition, % at 5.96 µM; hit rate 0.5% among 340,000; in the data active = inhibition above about 36%;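 note: 0% = enzyme with DMSO and 100% = wells lacking enzyme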
# TCR CD3 inh – inhibitors of human TCR-CD3 interaction | TAMRA-labeled TCR probe fluorescence, biochemical | inhibition, % at 9.4 µM | hit rate 0.37% among 360,000 | AID 651800; in the data active = inhibition above about 19%;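 note: recombinant mutant TCR 2C K166C tagged with TAMRA read by polarization; 0% = receptor in buffer alone and 100% = receptor with positive control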
# LEDGF integ inh – blocks HIV-1 LEDGF/p75-dependent DNA integration. inhibition, % at 3.7 µM. hit rate 0.64% among 370,000. AID 743269. TR-FRET IN-LEDGF/p75 DNA integration, Eu/Cy5;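 active = inhibition above the screen-wide mean plus 3 SD, cut at about 13% in these data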;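 note: signal is the Cy5 over europium emission ratio at 671 and 618 nm; 0% = plate median of compound wells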
# DDE Tn7 FP inh – inhibitors of Tn7 peptide binding to human fibrin DD(E). FP displacement of FITC-Tn7 peptide from fibrin DD(E); 0% = median of compound wells per plate. inhibition, % at 8.3 µM. hit rate 0.13% among 370,000;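 active = inhibition above the mean of compounds falling within the control limits plus 3 SD of them, cut at about 14% in these data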;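 note: 0% = plate median of compound wells and 100% = 10 µM Aha-Tn7 peptide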
#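 Assay system: human fibrin DD(E). Input: DD(E) 2 µM final. Medium: Tris buffer with calcium and detergent, pH 7.8. Compound dosing: single point at 8.3 µM. Timing: 10 min plus 3 h, room temperature. Technique: fluorescence polarization of the labelled Tn7 tracer. Read-out: percent inhibition. Replicates: singlicate testing.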
# SIAE primary – human SIAE inhibition, primary screen. Q9HAT2. SIAE FP-Rh probe binding, fluorescence polarization. inhibition, % at 9.66 µM. hit rate 0.69% among 370,000. AID 1053197;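 active = inhibition above a cutoff: mean of compounds within the control limits plus 3 SD of those, cut at about 17% in these data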;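 note: 0% = plate median of compound wells and 100% = probe without SIAE protein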
# ABHD4 inh – inhibits mouse alpha/beta hydrolase domain 4; Q8VD66; purified mABHD4, FP-Rh probe fluorescence polarization; inhibition, % at 8.92 µM; hit rate 0.54% among 370,000;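 active = inhibition exceeding the mean over every tested compound plus 3 SD, cut at about 30% in these data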;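 note: 0% = plate median of compound wells and 100% = S159A mutant with DMSO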
#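 Assay system: wild-type mouse ABHD4 protein; compound: single nominal dose of 8.92 µM, 0.89% DMSO final; schedule: 45 min + 60 min at 25 °C; measured by: FP readout, ex 525 nm / em 598 nm; evaluation: % inhibition of FP-Rh probe binding versus controls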
# TDP2 absorb – blocks human TDP2 phosphodiesterase activity; recombinant TDP2, T5PNP hydrolysis, p-nitrophenol absorbance 415 nm; hit rate 0.34% among 370,000; O95551; inhibition, % at 12.8 µM; AID 720702;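 active = inhibition above the mean of all tested compounds plus 3 SD, set per campaign, cut at about 25% in these data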;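 note: 0% = DMSO with enzyme and 100% = buffer with substrate but no TDP2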
#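 Read-out basis: percent inhibition. System: recombinant human TDP2. Buffer or medium: Mg2+-containing Tris-HCl buffer, pH 7.5. Repeats: single replicate. Timing: reaction 2 h, 37 °C. Benchmarks: high control without enzyme, low control DMSO plus TDP2. Probe or stimulus: 5 mM T5PNP. Doses: 12.8 µM only. Measured by: epi absorbance of p-nitrophenol freed from T5PNP by hydrolysis.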
# UHRF1 MBD2 ctr – UHRF1 methyl-DNA binding inhibition; Q96T88; UHRF1 binding to methylated oligo, TR-FRET; inhibition, % at 4.4 µM; hit rate 0.75% among 370,000; AID 687016; in the data active = inhibition above about 21%;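 note: UHRF1 SRA domain binding a hemimethylated CpG hairpin DNA probe; 0% = median of test compound wells and 100% = reference inhibitor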
# Target sequence (Q96T88 whole entry, looked up, the tested form may be a part): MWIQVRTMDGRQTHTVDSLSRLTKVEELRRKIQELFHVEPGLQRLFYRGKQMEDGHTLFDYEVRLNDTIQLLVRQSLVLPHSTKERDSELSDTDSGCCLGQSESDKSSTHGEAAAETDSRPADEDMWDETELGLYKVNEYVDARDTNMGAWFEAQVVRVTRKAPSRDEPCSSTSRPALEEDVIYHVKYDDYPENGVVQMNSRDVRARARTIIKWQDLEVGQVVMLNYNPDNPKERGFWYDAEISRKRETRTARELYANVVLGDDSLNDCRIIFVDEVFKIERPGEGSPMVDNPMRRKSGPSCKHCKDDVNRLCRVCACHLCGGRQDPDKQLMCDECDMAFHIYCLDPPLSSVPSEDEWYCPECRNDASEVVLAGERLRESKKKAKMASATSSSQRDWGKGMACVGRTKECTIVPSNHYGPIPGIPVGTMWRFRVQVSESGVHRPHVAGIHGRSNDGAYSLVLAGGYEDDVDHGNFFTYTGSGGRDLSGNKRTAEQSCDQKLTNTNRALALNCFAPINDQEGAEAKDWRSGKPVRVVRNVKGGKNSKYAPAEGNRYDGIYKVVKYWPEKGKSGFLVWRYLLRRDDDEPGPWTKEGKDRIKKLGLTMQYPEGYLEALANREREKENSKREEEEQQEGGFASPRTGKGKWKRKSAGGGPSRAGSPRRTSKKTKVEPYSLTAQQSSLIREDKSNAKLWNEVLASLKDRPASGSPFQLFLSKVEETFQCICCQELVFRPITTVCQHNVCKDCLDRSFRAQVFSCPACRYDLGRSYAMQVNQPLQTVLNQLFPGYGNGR
# PG9 binder – small molecules binding HIV-1 gp120 antibody PG9; TR-FRET gp120-PG9 antibody binding; inhibition, % at 6.7 µM; hit rate 0.43% among 360,000; in the data active = inhibition above about 8.5%
# Active calls of the source: *; / = no result given; & = joins results of further samples.
cpd	compound	SIAE primary	UHRF1 MBD2 ctr	PRMT1 FP inh	TDP2 absorb	HTRA1 inh	PG9 binder	LEDGF integ inh	ABHD4 inh	TCR CD3 inh	DDE Tn7 FP inh
1	O=C1C2C3C=CC(C3)C2C(=O)N1CCN1CCN(S(=O)(=O)/C=C/c2ccccc2)CC1 (centres undefined)	0	0	-3	-2	0	-2.0	0	1	0	-2
2	CCOC(=O)COc1ccc2c(c1)c(C(C)=O)c(C)n2-c1ccc(OC)cc1	-2	1	0	-20	-21	-1.4	2	-4	-5	-8
3	O=C(NC1CC2CCCC(C1)N2Cc1ccccc1)c1cccc(F)c1 (centres undefined)	-3	1	3	-3	-6	0.2	1	0	5	7
4	CSc1ncccc1C(=O)N1CCN(S(=O)(=O)c2ccccc2)CC1	0	-4	0	15	3	1.2	-1	-4	4	-1
5	CCN(CC)c1ccc(N=C2C(=O)Nc3ccccc32)cc1	15	0	30*	5	63*	-14	11	46*	-5	-3
6	CCOc1ccc(S(=O)(=O)NCc2ccccc2)cc1C(N)=O	1	-4	3	11	4	-1.3	4	2	6	2
7	COc1ccc(N2CCN(C(=O)CSc3ncn[nH]3)CC2)cc1	1	2	1	8	5	2.4	0	7	0	4
8	COc1ccccc1C(CNC(=O)c1ccc(NS(=O)(=O)c2ccc(C(C)=O)cc2)cc1)N1CCCC1 (centres undefined)	-4	1	6	-11	-19	0.3	-7	-8	-5	3
9	Cc1cc(C)c(Cn2c(=O)n(CCCC(=O)NCc3ccco3)c(=O)c3ccccc32)c(C)c1	-10	0	-1	7	0	0.9	3	1	1	3
10	O=C(N/N=C/c1ccc(O)c(O)c1)c1ccc(-n2cnnn2)cc1	9	2	9	-2	15	-4.3	-4	11	19	8
11	O=C(c1cc2ccccc2oc1=O)N1CCCC1	5	0	-2	-1	3	-3.8	1	5	3	2
12	O=C(/C=C/c1cccc(Br)c1)N1CCN(c2cccc(C(F)(F)F)c2)CC1	-4	24*	-2	-2	-46	-0.3	3	5	9	-10
13	C[N+]1([O-])[C@@H]2Cc3cc4c(cc3[C@@H]1Cc1cc3c(cc12)OCO3)OCO4 (some centres undefined)	-7	-1	-5	-14	1	-2.0	-2	-8	10	-4
14	CCC1CCCCN1C(=S)NC(=O)c1ccco1 (centres undefined)	1	0	9	-2	6	1.6	-4	4	-6	-4
15	CN1CCN(NC(=O)c2ccccc2F)CC1	11	13	-6	3	2	-0.4	3	1	-3	-1
16	COc1ccc(C(=O)c2oc3ccccc3c2N)cc1	7	-1	0	4	0	-2.9	-3	3	15	6
17	Cc1ccccc1CC(=O)OCC(=O)Nc1ccc(C)c(S(=O)(=O)N2CCCCC2)c1	-17	7	-9	0	2	2.8	-2	0	2	2
18	CC1CCN(S(=O)(=O)c2ccc(C(=O)NCc3ccc4c(c3)OCO4)cc2)CC1	0	-2	-3	3	-1	-0.3	-3	3	6	0
19	O=C(CSc1nnc(-c2cccnc2)n1-c1ccccc1)c1ccccc1Cl	6	-1	5	0	/	/	0	1	/	-3
20	C#CCN1C(C(=O)OC)CN(CCCCCC)CCS1(=O)=O (centres undefined)	3	-4	-4	8	/	/	4	8	/	-4
21	CNCCCC1c2ccccc2C=Cc2ccccc21	-7	-1	-5	3	1	-3.0	2	-2	0	-6
22	CCOc1ccc(C(=O)NC(=S)N(Cc2ccccc2)Cc2ccccc2)cc1	-4	-3	-6	-8	-20	0.7	10	0	10	4
23	CS(=O)(=O)N[C@@H]1C[C@@H]2O[C@H](CO)CC[C@@H]2O[C@@H]1CCc1ccc(/C=C/c2ccccc2)cc1	-2	3	-2	9	/	/	1	-7	/	-3
24	CCOC(=O)c1cc2c(=Cc3ccc(N(C)C)cc3)c3ccccc3n2[n+]1C	-45	30*	3	52*	46*	-37	21*	-68	-22	-2
25	COc1ccccc1OCC(=O)NNC(=O)c1ccoc1C	-1	-1	8	-6	4	-0.6	-2	4	9	-1
26	COc1ccc(CNC(c2ccccc2)c2ccc(Cl)cc2)cc1 (centres undefined)	1	0	0	23	-4	-0.6	1	2	-6	-6
27	Cc1cc(CNC(=O)C2CCC(=O)N(Cc3ccccc3F)C2)nn1C (centres undefined)	0	1	4	11	2	-0.8	0	3	1	-1
28	CCOc1ncccc1C(=O)NNC(=O)c1ccccc1-n1cccc1	4	-1	1	9	-5	-1.3	4	1	0	-4
29	COc1cc(/C=N/N2C(=O)C3C4c5ccccc5C(c5ccccc54)C3C2=O)ccc1O (centres undefined)	-8	0	-2	-7	-2	-1.4	-2	0	3	7
30	COc1cc(/C=N/Nc2nc(N3CCCC3)nc(N3CCCC3)n2)ccc1OCc1ccccc1F	7	-1	-5	2	/	-3.7	-1	-1	2	1
31	Cn1c(=O)c2c(ncn2CC(=O)Nc2nc(-c3ccc(F)c(F)c3)cs2)n(C)c1=O	-49	2	1	-20	-2	1.9	4	1	0	-4
32	COC(=O)C(C(=O)OC)c1ccccc1NS(=O)(=O)c1c(C)cc(C)cc1C	7&8	2&-2	0&-1	2&-9	/	0.1&0.2	-3&2	8&-6	-2&3	-1&-2
33	COc1ccc(CCc2nnc(CCC(=O)NCc3ccc4ncccc4c3)o2)cc1	-1	3	5	-6	-6	-0.5	-4	-6	6	-2
34	CCn1c(SCC(=O)NCCc2ccccc2)nnc1C(C)C	3	3	1	8	-4	0.3	-5	4	-6	3
35	COc1cccc(C(=O)Nc2cccc(-c3ccc(N4CCOCC4)nn3)c2)c1OC	-11	0	-2	-10	-24	-2.4	1	-10	-2	-9
36	COc1ccc(S(=O)(=O)N2CCOC23CCN(S(=O)(=O)c2cc(F)ccc2F)CC3)cc1	0	0	5	2	-19	2.3	0	-7	4	2
37	CC(=O)Nc1cccc(OCC(=O)Nc2sccc2C(N)=O)c1	-12	-1	2	9	5	1.5	2	-7	4	3
38	N#C/C(=C\Nc1ccc(F)c(Cl)c1)C(=O)C1CC1	7	1	-2	-5	/	1.1	-1	1	4	11
39	COc1cccc(CSc2nc3sc(C)c(C)c3c(=O)n2Cc2ccco2)c1	-4	1	5	5	-33	-1.6	1	-14	4	6
40	Cc1ccc(-c2nc(NCCN(C)C)c3ccccc3n2)cc1	-3	4	0	-1	4	-1.6	-3	-1	7	10
41	Cc1cc2cc(CNC(=O)c3ccc(Br)o3)ccc2[nH]1	5	0	19	-3	12	1.7	5	7	3	-3

# Results in sequence from the list.
# Nos. 10–18 in UHRF1 MBD2 ctr read 2, 0, 24*, -1, 0, 13, -1, 7, -2
# Nos. 10–18 in ABHD4 inh read 11, 5, 5, -8, 4, 1, 3, 0, 3

# Arranged by molecular weight (lowest first): five of the compounds above.
cpd	compound	SIAE primary	UHRF1 MBD2 ctr	PRMT1 FP inh	TDP2 absorb	HTRA1 inh	PG9 binder	LEDGF integ inh	ABHD4 inh	TCR CD3 inh	DDE Tn7 FP inh
40	Cc1ccc(-c2nc(NCCN(C)C)c3ccccc3n2)cc1	-3	4	0	-1	4	-1.6	-3	-1	7	10
34	CCn1c(SCC(=O)NCCc2ccccc2)nnc1C(C)C	3	3	1	8	-4	0.3	-5	4	-6	3
41	Cc1cc2cc(CNC(=O)c3ccc(Br)o3)ccc2[nH]1	5	0	19	-3	12	1.7	5	7	3	-3
39	COc1cccc(CSc2nc3sc(C)c(C)c3c(=O)n2Cc2ccco2)c1	-4	1	5	5	-33	-1.6	1	-14	4	6
36	COc1ccc(S(=O)(=O)N2CCOC23CCN(S(=O)(=O)c2cc(F)ccc2F)CC3)cc1	0	0	5	2	-19	2.3	0	-7	4	2
